Screening results from PubChem BioAssay.
U2OS ROS induce: cancer cell ROS induction; U2OS ROS induction, H2DCF-DA fluorescence; ROS induction (% of piperlongumine), % at 10 µM; hit rate 2% among 46,000; AID 624156; in the data active means ROS induction above about 79%, passing the limit was not always enough; inconclusive means no clear call, values can overlap the other calls;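 further: 0% = DMSO vehicle median and 100% = reference compound median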
* = called active by the depositor; ? = inconclusive. Some of the compounds tested (hit frequency here may not be typical).

SMILES | U2OS ROS induce
Cn1c(SCc2nc3ccccc3c(=O)[nH]2)nnc1-c1cc2cc(Br)ccc2o1 | 30
C[C@@H]1CN([C@H](C)CO)C(=O)Cc2cc(NC(=O)Cc3ccccc3)ccc2O[C@@H]1CN(C)S(=O)(=O)c1cccs1 | 4
C[C@H]1CN([C@@H](C)CO)C(=O)Cc2cc(NC(=O)Cc3cn(C)c4ccccc34)ccc2O[C@@H]1CN(C)C(=O)Nc1cccc2ccccc12 | 4
CCOc1ccc(C(=O)NC2CCCCC2)cc1 | 3
CCC(=O)NC(c1ccccc1OC)c1c(O)ccc2ccccc12 (stereo not drawn) | -11
COCCOC(=O)N1C(=O)[C@@]2(c3ccccc31)[C@H](C(=O)NC[C@H](O)c1ccccc1)[C@H]1C(=O)O[C@H](c3ccccc3)[C@H](c3ccccc3)N1[C@@H]2c1ccc(OCCO)cc1 | 84*
Cc1noc(C)c1S(=O)(=O)Nc1ccc2c(c1)C(=O)N([C@H](C)CO)C[C@H](C)[C@H](CN(C)Cc1ccc(Cl)c(Cl)c1)OCCCC[C@@H](C)O2 | ?
COCCCNC(=O)[C@@]1(C)c2ccccc2C(=O)N(Cc2ccc(OC(F)(F)F)cc2)[C@H]1c1ccc(CO)cc1 | 3
COc1cc(C(F)(F)F)nc2ccc(C#CCOC(=O)c3ccccc3)cc12 | -8
COc1ccc(-c2cc(C(F)F)n3ncc(C(=O)Nc4cccc(S(=O)(=O)N5CCOCC5)c4)c3n2)cc1 | 133*
C[C@@H]1CN([C@@H](C)CO)C(=O)c2cc(NC(=O)Cc3cn(C)c4ccccc34)ccc2O[C@@H]1CN(C)C(=O)NC1CCCCC1 | 5
CCCCc1c(O)cc(-c2ccccc2)n(Cc2ccccc2)c1=O | 3
CCSc1nc2c(c(=O)[nH]1)C(C(C)C)C(C#N)=C(N)O2 (stereo not drawn) | 39
C[C@@H]1CN([C@@H](C)CO)C(=O)c2cccc(NC(=O)C3CCOCC3)c2O[C@@H]1CN(C)C(=O)Nc1ccc(F)cc1 | 28
CCOC(=O)C1(O)CC(C)=NN1C(=O)c1cccc(Cl)c1 (stereo not drawn) | 2
Cc1noc(C)c1S(=O)(=O)N(C)C[C@H]1Oc2c(NS(=O)(=O)c3cn(C)cn3)cccc2C(=O)N([C@H](C)CO)C[C@H]1C | -10
C[C@H]1CN([C@@H](C)CO)C(=O)c2cccc(NC(=O)c3cnccn3)c2O[C@@H]1CN(C)Cc1ccc(Oc2ccccc2)cc1 | 70
CC(C)c1cc(NC(C)c2ccccc2)n2c(nc3ccccc32)c1C#N (stereo not drawn) | 257*
Cc1nn(Cc2cccc(Oc3ccccc3)c2)c(C)c1NC(=O)c1nc2ncccn2n1 | -4
C[C@@H]1CN([C@@H](C)CO)C(=O)Cc2cc(NC(=O)Cn3cnnn3)ccc2O[C@@H]1CN(C)S(=O)(=O)c1ccccc1 | 4
COc1ccc(S(=O)(=O)N(C)C[C@@H]2Oc3ccc(NC(=O)CCC(F)(F)F)cc3C(=O)N([C@H](C)CO)C[C@@H]2C)cc1 | -3
CCc1ccc(NC(=O)c2ccc(F)c(S(=O)(=O)NCC3COc4ccccc4O3)c2)cc1 (stereo not drawn) | -2
C[C@@H]1CN([C@H](C)CO)C(=O)c2cccc(NS(C)(=O)=O)c2O[C@H]1CN(C)CC1CC1 | -7
CC(C)NC(=O)N(C)C[C@H]1Oc2c(NC(=O)CCCCCC(=O)Nc3ccccc3N)cccc2C(=O)N([C@@H](C)CO)C[C@@H]1C | 12

By substructure: those above with two or more sulfur atoms.
SMILES | U2OS ROS induce
C[C@@H]1CN([C@H](C)CO)C(=O)Cc2cc(NC(=O)Cc3ccccc3)ccc2O[C@@H]1CN(C)S(=O)(=O)c1cccs1 | 4
Cc1noc(C)c1S(=O)(=O)N(C)C[C@H]1Oc2c(NS(=O)(=O)c3cn(C)cn3)cccc2C(=O)N([C@H](C)CO)C[C@H]1C | -10

The list continues:
SMILES | U2OS ROS induce
CCCN(CCC)C(=O)Cn1c(SCc2cccc(Cl)c2)nc2ccncc21 | -3
C[C@H]1CN([C@@H](C)CO)C(=O)c2cc(NC(=O)CCCN(C)C)ccc2O[C@@H]1CN(C)Cc1ccc(Cl)c(Cl)c1 | -9
C[C@@H]1CCCCO[C@H](CN(C)Cc2ccc(C(F)(F)F)cc2)[C@@H](C)CN([C@H](C)CO)C(=O)c2cc(NC(=O)NC3CCCCC3)ccc2O1 | 69
COc1cc2oc(-c3ccccc3)cc(=O)c2c(O)c1OC | 31
Cn1nc(-c2ccc(NCCN3CCOCC3)c([N+](=O)[O-])c2)c2ccccc2c1=O | 7
Cc1cccc(C)c1NC(=S)N1CCCC1=O | -12
COc1ccc(SCc2nsc(Sc3ccc(OC)cc3)n2)cc1 | -1
CC1=CCC(C(=O)O)C(C(=O)Nc2ccccc2NC(=O)c2ccc(C(F)(F)F)cc2)C1 (stereo not drawn) | -10
CCc1ccc(OCC(=O)Nc2sc3c(c2C(=O)OC)CCC3)c(Br)c1 | 13
C[C@H]1CN([C@@H](C)CO)C(=O)c2cccc(NS(=O)(=O)c3ccccc3)c2O[C@@H]1CN(C)C(=O)Nc1ccc(C(F)(F)F)cc1 | -1
C[C@H](CO)N1C[C@H](C)[C@H](CN(C)S(=O)(=O)c2cccs2)Oc2ccc(NC(=O)NC3CCCCC3)cc2CC1=O | -6
COc1ccc(S(=O)(=O)N(C)C[C@@H]2Oc3ccc(NC(=O)C4CC4)cc3CC(=O)N([C@@H](C)CO)C[C@@H]2C)cc1 | 11
C[C@@H]1CN([C@@H](C)CO)C(=O)Cc2cc(NC(=O)Cn3cnnn3)ccc2O[C@@H]1CN(C)CC1CCCCC1 | 4
Cc1ccc(S(=O)(=O)N(C)C[C@H]2OCc3cnnn3CCCC(=O)N([C@@H](C)CO)C[C@H]2C)cc1 | -7
C/S(=N\S(=O)(=O)c1ccc(Cl)cc1)c1ccccc1 (stereo not drawn) | -2
O=C(CSCc1cccc2ccccc12)Nc1ccc(C(F)(F)F)cc1 | 7
COc1ccc(C2NC(=O)NC(C)=C2C(=O)c2ccccc2)cc1OC (stereo not drawn) | -6
Cc1cc(C)n(C(=O)CNC(=O)c2cccs2)n1 | -1
CN(C)C(CC(=O)Nc1cccc(Cl)c1Cl)C(=O)O (stereo not drawn) | 6
C[C@H](CO)N1C[C@H](C)[C@H](CN(C)S(=O)(=O)c2ccc(F)cc2)Oc2ncc(C#CCN(C)C)cc2C1=O | 1
C[C@H]1CN([C@@H](C)CO)C(=O)c2cccc(NS(C)(=O)=O)c2O[C@H]1CN(C)Cc1ccc(Cl)c(Cl)c1 | 11
Cc1ccc(S(=O)(=O)N(C)C[C@H]2Oc3c(NC(=O)C4CCOCC4)cccc3C(=O)N([C@H](C)CO)C[C@H]2C)cc1 | -7
C[C@@H]1CN([C@H](C)CO)C(=O)Cc2cc(NS(=O)(=O)c3ccccc3)ccc2O[C@@H]1CN(C)S(=O)(=O)c1ccc(Cl)cc1 | -1
CC1Sc2cc(S(=O)(=O)NCc3ccccc3)ccc2NC1=O (stereo not drawn) | -3
COc1ccc(S(=O)(=O)N(C)C[C@@H]2Oc3ccc(NC(=O)Nc4ccc(F)cc4)cc3CC(=O)N([C@@H](C)CO)C[C@@H]2C)cc1 | 2
COC(=O)c1ccc(NC(=O)CSc2nnc(-c3cccnc3)n2-c2ccccc2)cc1 | 42
C=CC[C@@]1(C(=O)NCc2ccccc2)N=C(c2ccc(OCCCO)cc2)O[C@@H]1c1ccccc1 | 38
C[C@@H]1CN([C@H](C)CO)C(=O)Cc2cc(NC(=O)CCC(F)(F)F)ccc2O[C@@H]1CN(C)Cc1ccccc1 | -6
C[C@@H]1CN([C@H](C)CO)C(=O)c2cc(NC(=O)CCN3CCOCC3)ccc2O[C@H]1CN(C)C(=O)Nc1ccccc1 | -4
Cc1cc(Cl)c(S(=O)(=O)N2CCN(c3ccccn3)CC2)cc1OCC(N)=O | -2
Cc1noc(C)c1NC(=O)N(C)C[C@H]1Oc2c(NS(C)(=O)=O)cccc2C(=O)N([C@@H](C)CO)C[C@@H]1C | -6
CCCCc1cc(=O)oc2cc3oc4c(c3cc12)CCCC4 | 22
O=C(N/C(=C/c1ccccc1)C(=O)N1CCc2ccccc2C1)c1ccccc1 | 59
Cc1cc(C(=O)Nc2ccccc2C(=O)O)ccc1NC(=O)COc1cccc(C)c1C | 41
C[C@H]1CN([C@@H](C)CO)C(=O)CCCn2nncc2CO[C@H]1CN(C)Cc1ccc(Oc2ccccc2)cc1 | 22
CS(=O)(=O)c1cc2cc(Cl)ccc2oc1=O | 8

Some of these compounds in order of formula weight, smallest number first:
SMILES | U2OS ROS induce
CS(=O)(=O)c1cc2cc(Cl)ccc2oc1=O | 8
CCCCc1cc(=O)oc2cc3oc4c(c3cc12)CCCC4 | 22
Cc1cc(C(=O)Nc2ccccc2C(=O)O)ccc1NC(=O)COc1cccc(C)c1C | 41
COC(=O)c1ccc(NC(=O)CSc2nnc(-c3cccnc3)n2-c2ccccc2)cc1 | 42
C=CC[C@@]1(C(=O)NCc2ccccc2)N=C(c2ccc(OCCCO)cc2)O[C@@H]1c1ccccc1 | 38
C[C@H]1CN([C@@H](C)CO)C(=O)CCCn2nncc2CO[C@H]1CN(C)Cc1ccc(Oc2ccccc2)cc1 | 22
Cc1noc(C)c1NC(=O)N(C)C[C@H]1Oc2c(NS(C)(=O)=O)cccc2C(=O)N([C@@H](C)CO)C[C@@H]1C | -6

Continued.
SMILES | U2OS ROS induce
CS(=O)(=O)N(CC(=O)Nc1cc(C(F)(F)F)ccc1Cl)c1ccccc1 | 1
C[C@@H]1CN([C@H](C)CO)C(=O)c2cc(NC(=O)c3ccncc3)ccc2O[C@@H]1CN(C)S(=O)(=O)c1cccs1 | -4
C[C@@H]1CN([C@H](C)CO)C(=O)c2cccc(NC(=O)c3ccc(-c4nccs4)cc3)c2O[C@@H]1CN(C)C(=O)Nc1cccc2ccccc12 | 2
CCOC(=O)c1c(N)sc(C(=O)N2CCOCC2)c1C | -8
COc1ccccc1CN1C(=O)c2ccccc2[C@@]2(Cc3ccccc3N(CCCN(C)C)C2=O)[C@@H]1c1ccc(CO)cc1 | -2
NC(=O)[C@@H]1[C@H]2C(=O)O[C@H](c3ccccc3)[C@H](c3ccccc3)N2[C@H](c2ccccc2OCCO)[C@@]12C(=O)Nc1ccc(C#CC3=CCCCC3)cc12 | 60
COc1ccc([N+](=O)[O-])cc1NC(=O)COc1ccc(C(C)(C)C)cc1Br | -1
CSc1ccccc1CNC(=O)NC12CC3CC(CC(C3)C1)C2 | -2
O=S(=O)(Cc1ccc(F)cc1)Cc1noc(-c2ccno2)n1 | -11
O=[N+]([O-])c1cccc(NC(=S)NCc2cn(-c3ccccc3)nc2-c2ccccc2)c1 | -8
CC(C)(C)OC(=O)Cn1ccc(=O)[nH]c1=O | 24
Nc1nonc1C(=O)NCCNCc1ccc(F)cc1 | -4
CC1CC(=O)[C@]2(C)CC[C@]3(C)C(C(=O)C(O)C4[C@@]5(C)CC[C@H](O)C(C)(C(=O)O)C5CC[C@]43C)C2C1C (stereo partly drawn) | -38
COc1ccc(S(=O)(=O)Nc2ccc3c(c2)C(=O)N([C@@H](C)CO)C[C@@H](C)[C@H](CN(C)C(=O)Nc2cccc4ccccc24)O3)cc1 | 4
COc1ccc(NC(=O)Nc2cccc3c2O[C@H](CN(C)C(=O)NC2CCCCC2)[C@@H](C)CN([C@H](C)CO)C3=O)cc1 | -5
CCOC(=O)NC(=O)CSc1nnc(C)s1 | -15
O=C(COc1ccc(Br)cc1)Nc1cccc(-c2nc3ncccc3o2)c1 | 7
COc1ccc(OC)c(S(=O)(=O)N2CCC(C(=O)Nc3ccccc3F)CC2)c1 | 3
COc1ccc(S(=O)(=O)NCC(=O)Nc2cccc(C)c2C)cc1OC | 7
C[C@@H]1CN([C@@H](C)CO)C(=O)CCCn2cc(nn2)CO[C@@H]1CN(C)S(=O)(=O)c1cccs1 | 23
Cc1ccc(-c2nnc3c4ccccc4c(C)nn23)cc1S(=O)(=O)NC(C)c1ccccc1 (stereo not drawn) | -4
CCOc1ccccc1C(=O)NC1CCCCCC1 | -9
COC(=O)COc1cccc(NC(=O)c2ccccc2F)c1 | 3
Cc1ccc(S(=O)(=O)CCN2CCC(C(F)(F)F)CC2)cc1 | -8

As a short view, part of the list above:
SMILES | U2OS ROS induce
CC1CC(=O)[C@]2(C)CC[C@]3(C)C(C(=O)C(O)C4[C@@]5(C)CC[C@H](O)C(C)(C(=O)O)C5CC[C@]43C)C2C1C (stereo partly drawn) | -38
COc1ccc(S(=O)(=O)Nc2ccc3c(c2)C(=O)N([C@@H](C)CO)C[C@@H](C)[C@H](CN(C)C(=O)Nc2cccc4ccccc24)O3)cc1 | 4

New compounds follow.
SMILES | U2OS ROS induce
COc1ccc(-c2cc(=O)c3c(O)cc(O)cc3o2)cc1O | 45
C[C@@H]1CCCCO[C@H](CN(C)CC2CC2)[C@@H](C)CN([C@H](C)CO)C(=O)c2cc(NC(=O)Nc3cccc4ccccc34)ccc2O1 | 11
COc1ccc(NC(=O)Nc2ccc3c(c2)CC(=O)N([C@@H](C)CO)C[C@@H](C)[C@@H](CN(C)S(=O)(=O)c2c(C)noc2C)O3)cc1 | 0
COC(=O)c1ccccc1NC(=O)C(C)NS(=O)(=O)c1ccc(F)cc1 (stereo not drawn) | -1
C[C@H](CO)N1C[C@H](C)[C@H](CN(C)S(=O)(=O)c2ccccc2)Oc2ccc(NC(=O)Nc3ccc(C(F)(F)F)cc3)cc2CC1=O | 26
COc1cc(-c2coc3cc(O[C@@H]4O[C@H](CO)[C@@H](O)[C@H](O)[C@H]4O)c(OC)c(O)c3c2=O)cc(O)c1OC | -11
COc1ccc(NC(=O)N(C)C[C@@H]2Oc3ccc(NC(=O)NC(C)C)cc3C(=O)N([C@H](C)CO)C[C@H]2C)cc1 | -12
